From PubChem BioAssay
EWS-Fli inh – blocks EWS/Fli oncoprotein-driven transcription | A673 NR0B1-luciferase reporter, viability-normalised | inhibition, % at 12.6 µM | actives 0.67% (n = 350,000) | AID 651661;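 active = mean inhibition of at least 50% after viability correction, with every replicate also passing that limit; inconclusive = mean reaches 50% but only one of two replicates passes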;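 note: firefly luciferase signal divided by Alamar Blue viability fluorescence both relative to DMSO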
ERAP1 HTS inh – ERAP1 (human) enzyme inhibition; inhibition, % at 10.7 µM; actives 0.15% (n = 340,000); Q9NZ08; recombinant ERAP1, Leu-AMC fluorescence, 60 min;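 active = mean replicate inhibition of at least 30%, or all replicates individually reaching that 30% level; inactive = mean below 30% and not every replicate reaching it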;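 note: 0% = neutral control wells and 100% = L-leucinethiol positive control wells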
Target sequence (Q9NZ08 whole entry, looked up): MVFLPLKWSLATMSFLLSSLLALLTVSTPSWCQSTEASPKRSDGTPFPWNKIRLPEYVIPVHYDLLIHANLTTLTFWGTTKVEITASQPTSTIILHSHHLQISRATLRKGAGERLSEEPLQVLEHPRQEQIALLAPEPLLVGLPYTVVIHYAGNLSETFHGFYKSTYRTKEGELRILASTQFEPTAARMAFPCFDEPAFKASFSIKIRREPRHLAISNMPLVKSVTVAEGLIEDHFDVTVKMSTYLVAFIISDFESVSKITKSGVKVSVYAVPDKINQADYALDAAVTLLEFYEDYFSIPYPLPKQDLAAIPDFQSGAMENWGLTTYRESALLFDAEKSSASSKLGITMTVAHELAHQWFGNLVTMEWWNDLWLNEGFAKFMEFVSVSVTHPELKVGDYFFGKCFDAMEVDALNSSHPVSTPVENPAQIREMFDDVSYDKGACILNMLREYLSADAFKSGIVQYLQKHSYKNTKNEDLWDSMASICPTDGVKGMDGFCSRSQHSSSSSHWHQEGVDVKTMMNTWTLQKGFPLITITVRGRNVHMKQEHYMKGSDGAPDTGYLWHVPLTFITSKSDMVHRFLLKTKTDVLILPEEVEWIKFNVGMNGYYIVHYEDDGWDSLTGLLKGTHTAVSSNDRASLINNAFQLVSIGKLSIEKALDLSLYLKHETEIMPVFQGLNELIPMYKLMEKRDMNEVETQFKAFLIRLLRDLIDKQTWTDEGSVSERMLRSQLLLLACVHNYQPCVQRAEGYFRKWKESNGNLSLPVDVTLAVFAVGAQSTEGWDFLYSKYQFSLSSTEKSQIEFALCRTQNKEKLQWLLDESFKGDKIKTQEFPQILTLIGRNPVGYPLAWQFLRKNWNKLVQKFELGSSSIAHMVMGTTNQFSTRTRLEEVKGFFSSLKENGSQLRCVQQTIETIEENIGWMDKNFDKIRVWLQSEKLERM
PglD inh – PglD (C. jejuni) enzyme inhibition. purified PglD enzyme, DTNB colorimetric CoA detection. inhibition, % at 12.5 µM. actives 0.098% (n = 360,000); in the data active = inhibition above about 16%, passing the limit was not always enough; inconclusive = no clear call, values can overlap the other calls; note: strong numbers were not always called active
PAX8 reporter – lowers PAX8-driven luciferase in RMG-I cells; actives 1.2% (n = 360,000); AID 652154; inhibition, % at 12.6 µM; RMG-I TPO-luciferase reporter, SteadyGlo, 24 h;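 active = mean replicate inhibition at least 60% with every replicate also reaching 60%; inconclusive = only one of the two criteria is met; inactive = mean below 60% and not all replicates reaching 60%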;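 note: luciferase light reporting Pax8 driven TPO promoter activity; plate controls were median of neutral control wells for no effect and mitoxantrone controls for full effect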
FN deposition inh – fibronectin deposition inhibition; inhibition, % at 12.6 µM; actives 0.086% (n = 350,000); AID 743247; AH1F fibroblasts, Alexa488-fibronectin deposition fluorescence, overnight;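 active = mean inhibition across replicates of 30% or more, regardless of how many single replicates reach that level; inconclusive = mean under 30% yet at least half of replicates reach 30%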;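 note: positive control wells lacked labelled fibronectin entirely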
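Material: AH1F fibroblast monolayer depositing Alexa488-labelled fibronectin into matrix | Input: 10000 AH1F cells/well | Medium: DMEM plus 2% serum, read in PBS | Reagent: Alexa488-fibronectin, 24 nM final in well | Compound dosing: One dose per compound, pinned | Schedule: 1 h adhesion, overnight exposure | Measured by: Fluorescence at 485 nm excitation, 525 nm emission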
PGC1a acetyl inh – lowers PGC1a acetylation signal in U2OS cells; AID 651687; actives 0.17% (n = 350,000); AlphaScreen anti-acetyl-lysine; with virally co-expressed GCN5 acetyltransferase; inhibition, % at 15.6 µM;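 active = every replicate shows inhibition of at least 40%; inconclusive = mean inhibition at least 40% but some replicate below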;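 note: 0% = neutral control wells and 100% = positive control wells; some results beyond the cut were filed as inactive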
LGR2 inh – inhibitors of bursicon-induced Drosophila LGR2 receptor cAMP signaling; HEK293 LGR2, CRE-luciferase, bursicon-stimulated, 4 h; inhibition, % at 9.99 µM; actives 0.35% (n = 380,000);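 active = drop in luminescence signal, shown as inhibition above about 50% in the replicate tests, limit read from the data, passing the limit was not always enough; inconclusive = probably only some replicates passing the limit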;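 note: agonist challenge used bursicon conditioned medium at about half maximal strength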
S100A4 inh HTS – inhibitors of human S100A4 binding to myosin IIA peptide. S100A4/TAMRA-MyoIIA peptide fluorescence polarization. inhibition, % at 10.7 µM. actives 0.14% (n = 360,000);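 active = mean inhibition of at least 70% across replicates, with every replicate also reaching that level; inconclusive = mean inhibition reaches 70% but some replicates fall short; inactive = mean inhibition below 70%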
Target sequence (P26447 whole entry, looked up): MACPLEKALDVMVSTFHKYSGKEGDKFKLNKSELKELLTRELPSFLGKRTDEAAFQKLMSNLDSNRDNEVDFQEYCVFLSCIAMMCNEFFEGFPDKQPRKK
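Compound dosing: one dose per compound; test system: human S100A4 monomer with TAMRA-labelled myosin IIA peptide; probe or stimulus: TAMRA-labelled myosin IIA heavy-chain peptide probe, 5 nM; medium: HEPES buffer with Ca2+, pH 7.2; schedule: 5 min incubation before reading; benchmarks: neutral control DMSO, positive control TFP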
Numbers without * were called inactive; ? = inconclusive; · = not tested or not shown; & = joins results of further samples.

Fields: EWS-Fli inh	ERAP1 HTS inh	PglD inh	PAX8 reporter	FN deposition inh	PGC1a acetyl inh	LGR2 inh	S100A4 inh HTS
CCNC(=O)C1(C)CCCN(Cc2csc(-c3ccccc3)n2)C1 (stereo not given)
  5	3	-5	·	-6	7	-14	-49
Cc1ccc[n+](C(C(=S)NCc2ccco2)=C([O-])c2ccccc2Cl)c1
  5	0	·	-2	2	·	1	2
O=C(CN1CCOCC1)NCC[C@@H]1CC[C@@H](NC(=O)Nc2ccc(Cl)cc2)[C@@H](CO)O1
  2	-1	0	1	·	1	6	-7
C[C@@H]1CN([C@H](C)CO)C(=O)c2cc(NC(=O)Nc3ccccc3)ccc2O[C@@H]1CN(C)C(=O)Nc1cccc2ccccc12
  30	-5	1	·	·	5	19	-14
Cc1[nH]c(C)c(S(=O)(=O)N2CCN(c3cccc(C(F)(F)F)c3)CC2)c1C(=O)N1CCCCC1
  -9	2	-4	10	-1	-1	18	-4
CC(CCc1ccccc1)NC(=O)CCc1cn(C)c2ccccc12 (stereo not given)
  -7	1	-10	9	2	-8	-18	-11
COc1cccc(NC(=O)Nc2ccc(C(C)(C)C)cc2)c1
  -160	-2	·	-180	1	6	-65	8
CC1NC(=O)COC1c1ccccc1 (stereo not given)
  2	1	2	6	7	10	-5	0
COc1ccc2oc(=O)c(/C(C)=N/NC(=O)c3ccncc3)cc2c1
  2	1	-6	-20	-3	0	-8	39
COc1ccc(CN2C(=O)c3ccccc3C2C(=O)NC2CCCC(C)C2C)c(OC)c1 (stereo not given)
  3	2	1	-5	0	-32	2	-5
CN1C(=O)c2cc(NC(=O)C3CCCCC3)ccc2OC[C@@H]2O[C@H](CC(=O)NC3CCCC3)CC[C@@H]21
  0	0	0	19	1	-5	6	0
O=C(Cn1ncc(Cl)c(Cl)c1=O)N1CCN(Cc2ccccc2)CC1
  67*	-2	·	73*	25	·	104*	2
O=C(O)C1CCCN1c1nc(Cl)ccc1[N+](=O)[O-] (stereo not given)
  -68	3	9	-54	10	0	8	4
CC[C@@]12C(=O)N(c3cccc(F)c3)C(=O)N1[C@H](c1ccc(Br)cc1)[C@@H]1C(=O)N(C(C)(C)C)C(=O)[C@@H]12
  -2	·	-8	-7	0	4	3	·
COc1cc(/C=C/C(=O)OCC(=O)Nc2ccc(S(N)(=O)=O)cc2)ccc1O
  2	-4	-6	10	2	18	-10	1

The list continues:
Fields: EWS-Fli inh	ERAP1 HTS inh	PglD inh	PAX8 reporter	FN deposition inh	PGC1a acetyl inh	LGR2 inh	S100A4 inh HTS
C[C@@H]1CN([C@H](C)CO)C(=O)c2ccccc2-c2ccccc2CO[C@@H]1CN(C)C(=O)Nc1ccccc1
  7	·	·	-12	-9&1	·	4	-4
O=C(N=C1SC2CS(=O)(=O)CC2N1c1ccc(Cl)cc1Cl)C1CC1 (stereo not given)
  4	4	-7	-1	-13	8	0	-2
CCn1nc(C(=O)O)c(=O)c2cc3c(cc21)OCO3
  -1	0	1	12	-9	-13	·	-6
Cc1ccc(-c2nnn(CC(=O)N3CCCc4ccccc43)n2)cc1
  ·	·	6	-10	3	1	·	·
COc1cccc(-c2cn(CC[C@H]3CC[C@H](NC(C)=O)[C@H](CO)O3)nn2)c1
  -15	2	-2	-26	·	8	3	12
Cc1ccc(C(=O)NNC(=O)c2cccc(Br)c2)cc1
  -28	-2	-2	-27	0	?	6	8
O=C(NC1Cc2ccccc2C1)[C@H]1[C@H](CO)[C@H]2Cn3c(ccc(C4=CCCC4)c3=O)[C@@H]1N2CC1CC1
  2	-2	-1	·	·	·	8	8
COc1ccc(S(=O)(=O)N2CCN(c3ccccc3)CC2)cc1OC
  -2	·	2	-11	-4	-6	9	4
COC[C@@H]1CCCN1c1ccc2c(c1)O[C@H](COCc1ccccc1)CN([C@@H](C)c1ccccc1)S2(=O)=O
  4	0	·	-1	-3	·	-18	0
O=C1N[C@@H](Cc2ccccc2)COCc2cn(nn2)CC[C@@H]1Cc1ccccc1
  2	1	·	-22	-14	·	1	0
Cc1cccc(C)c1NC(=O)CSc1nc2c([nH]1)c(=O)n(C)c(=O)n2C
  4	-1	6	10	-1	8	1	-1
CCCCNC(=O)c1ccc2nc(CC)c(N(CCC(C)C)CCN(C)C)n2c1
  4	-7	-5	13	-3	7	-15	5
O=C(C[C@@H]1CC[C@H](NC(=O)c2ccccn2)[C@H](CO)O1)NCc1cc(F)cc(F)c1
  3	-2	1	-2	-2	-9	-8	4
CCCNC(=O)NNC(=O)c1cc(-c2ccc3c(c2)OCO3)nc2ccccc12
  -14	1	-3	0	2	7	-7	2
C[C@H](CO)N1C[C@H](C)[C@H](CN(C)C(=O)Cc2ccccn2)Oc2ncc(-c3ccccc3)cc2C1=O
  -17	-4	-1	·	2	15	-5	8

New compounds follow
Fields: EWS-Fli inh	ERAP1 HTS inh	PglD inh	PAX8 reporter	FN deposition inh	PGC1a acetyl inh	LGR2 inh	S100A4 inh HTS
CCCN1C[C@@H](C)[C@H](OC)CN(C)C(=O)c2ccc(NC(=O)C3CCOCC3)cc2OC[C@@H]1C
  9	1	3	-8	2	-2	2	9
Cn1cccc1Cc1nnc(SCC(=O)N2CCCCCC2)n1CCc1ccccc1
  0	-3	0	0	-4	·	-5	4
CCCCOc1ccc(C(O)(CCN2CCOCC2)c2ccccc2)cc1 (stereo not given)
  5	-1	0	5	5	3	3	-3
COc1ccc(NC(=O)N(C)C[C@H]2Oc3ccc(NS(=O)(=O)c4ccc(OC)cc4)cc3CC(=O)N([C@@H](C)CO)C[C@@H]2C)cc1
  -8	3	11	-8	·	0	1	1
COc1cc(NC(=S)N2CCN(C)CC2)cc(OC)c1
  -7	-1	0	-4	8	·	6	-1
COc1ccc(OC)c(C2/C(=C(\O)c3ccc4c(c3)OCCO4)C(=O)C(=O)N2CC2CCCO2)c1 (stereo not given)
  ·	1	4	-4	-4	·	17	4
O=C(O)c1cccc(CSc2ncn[nH]2)c1
  -6	·	·	-2	-5	3	7	-1
O=C(CCCCN1CCCCC1)c1ccccc1
  -2	-3	1	7	-5	·	1	4
CC(=O)c1sc(NC(=O)COc2ccc(Cl)cc2C)nc1C
  -20	·	·	1	0	10	-21	11
COCCNC(=O)c1cc2c(c(-c3cccc(-c4cccc(OC)c4)c3)n1)[C@H](CCO)N(S(=O)C(C)(C)C)C2 (stereo not given in full)
  8	3	-2	11	11	-3	13	-16
CCc1cc(Cl)c(OC)c(C(=O)NC[C@@H]2CCCN2CC)c1O
  18&-3	5&2	-2&4	2&-9	-3&0	-10&-3	-1&-10	4&9
COCC(C)NC(=O)c1cccc([N+](=O)[O-])c1 (stereo not given)
  -8	-1	·	-1	-1	2	-8	2
C[C@@H](NC(=O)C[C@H]1CC[C@@H](NC(=O)C2CCOCC2)[C@@H](CO)O1)c1ccccc1
  4	2	-3	12	4	4	3	-9
CN1CC(=O)N(CC(=O)Nc2ccc(Cl)c(C(F)(F)F)c2)C1=O
  ·	·	13	12	-6	-24	·	·
O=S(=O)(NC1CCCCCC1)c1ccc(Br)s1
  ·	·	1	3	6	-22	·	·

The list goes on.
Fields: EWS-Fli inh	ERAP1 HTS inh	PglD inh	PAX8 reporter	FN deposition inh	PGC1a acetyl inh	LGR2 inh	S100A4 inh HTS
Cc1ccc(C(=O)COC(=O)c2ccc3c(c2)C(=O)N(c2cccc4ncccc24)C3=O)cc1
  4	8	·	13	·	·	39	7
Cc1cc2c(cc1C)-n1nnnc1C(N1CCCC1)C(=O)N2 (stereo not given)
  -9	·	·	-4	1	·	-20	-7
Cc1nc(-c2ccc(Cl)cc2)sc1C(=O)NN
  -7	-1	-2	-1	-2	3	-1	-3
CCc1csc(N2[C@H](CO)[C@H](c3ccccc3)[C@@H]2CNC)n1
  7	-1	0	5	-6	0	2	5
CCC(=O)N1N=C(c2ccc(NS(=O)(=O)c3ccc(C)cc3)cc2)CC1c1ccco1 (stereo not given)
  7	-2	-4	23	1	2	1	-5
O=S(=O)(c1ccc(F)cc1)N1CCCCN2[C@H](C1)[C@@H](c1ccc(C#CC3CC3)cc1)[C@@H]2CO
  5	-1	3	25	·	-8	11	-6
CCN(c1cccc2ccccc12)S(=O)(=O)c1cccs1
  -3	2	1	10	-14	·	7	-1
CCC(=O)c1ccc2c(c1)N(CCCN(C)C)c1ccccc1S2
  2	4	-1	9	2	-33	·	-1
CC(=O)c1ccc(N=Nc2ccc(N(C)C)cc2)cc1
  26	0	7	-157	-5	-2	·	-3
CCCC(=O)Nc1ccc2c(c1)C(=O)N(C)[C@H]1CC[C@H](CC(=O)NCc3cccc(F)c3)O[C@H]1CO2
  -7	3	-1	6	-2	4	-7	-19
COCCNC(=O)C[C@@H]1C[C@H]2c3cc(NC(=O)CN(C)C)ccc3O[C@H]2[C@@H](CO)O1
  -2	-1	-1	-15	2	-3	-6	7
O=C(NCc1ccc2c(c1)OCO2)C1CC(=O)N(CCc2ccc(Cl)cc2)C1 (stereo not given)
  -7	-2	3	-20	-3	4	5	1
C[C@@H]1CN([C@H](C)CO)C(=O)c2cc(NC(=O)CCN3CCOCC3)ccc2O[C@@H]1CN(C)S(=O)(=O)c1ccc(Cl)cc1
  0	-1	-2	-18	·	4	-13	-1
COc1ccccc1OCC(=O)N1CCCCCC1
  5	2	4	8	-5	3	-18	-3
O=C1O[C@@H](c2ccccc2)C[C@@H](O)[C@H](O)CCc2ccccc21
  -11	-4	·	-4	-1	·	-6	-2

Next part.
Fields: EWS-Fli inh	ERAP1 HTS inh	PglD inh	PAX8 reporter	FN deposition inh	PGC1a acetyl inh	LGR2 inh	S100A4 inh HTS
CS(=O)(=O)c1nc(S(=O)(=O)c2ccc(Cl)cc2)c(N2CCC(O)CC2)s1
  19	-2	3	13	-2	-28	-1	-2
CCC(NC(=S)NCc1ccc(F)cc1)c1ccc(C)cc1 (stereo not given)
  3	1	6	-3	-5	·	-5	-10
CCC(=O)N(C)C[C@H]1Oc2cc(C#CC(C)C)ccc2S(=O)(=O)N([C@@H](C)CO)C[C@H]1C
  -3	1	0	·	·	2	0	-11
Cc1cc(C(=O)NNC(=O)c2cccc(N(C)C)c2)c(C)o1
  -4	0	-8	-4	2	·	7	-16
Cc1cccc(S(=O)(=O)N2C[C@@H]3[C@H](c4ccccc42)[C@H](CO)N3Cc2ccccn2)c1
  -3	2	-3	12	·	-5	-9	12
CCN(CC)CCCN1C=C2C(=O)C(C)(OC(=O)C3CCCC3)C(=O)C(c3ccccc3)=C2C=C1CCCC(=O)OC (stereo not given)
  -5	4	-3	3	-3	2	7	-3
C=CCN=C1NN=C(c2ccc3c(c2)OCCO3)CS1
  58*	-3	4	-31	·	·	?	-3
CCN(CC)C(=O)C1=C(C)N(Cc2ccc(OC)cc2)C(=O)C(CC(=O)NC(c2ccccc2)c2ccccc2)C1 (stereo not given)
  7	·	-3	11	-5	4	7	-1
Cn1cnc(C(=O)N2CCN(c3ccccc3)CC2)c1C(=O)N1CCN(c2ccccc2)CC1
  0	21	-1	-21	2	9	-11	-7
CCNC(=O)N(C)c1c(CC)nc2ccc(C(=O)N3CCN(C(=O)c4ccco4)CC3)cn12
  -3	10	-1	-12	14	16	-2	-3
COc1cccc(NC(=O)CN(Cc2ccccc2)S(C)(=O)=O)c1
  -17	-3	-4	-5	-5	5	-1	-4

Not a hit list; any-hit rate near 2.1%.
